Screening results (PubChem BioAssay)
ssDAF12 agonist: activates DAF-12 receptor from parasite S. stercoralis; HEK293 ssDAF-12/GRIP1 lit1-tk-luc reporter, luminescence; % of 3 µM dafachronic acid response; activation, % at 6.8 µM; 370,000 tested, 1% active;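 active means activation above the mean over all tested compounds plus 3 SD, cut at about 0.9% in these data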;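 further: 0% = DMSO-only wells and 100% = 3 µM delta7-dafachronic acid wells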
hcDAF12 agonist: activators of H. contortus DAF-12 nuclear receptor; activation, % at 6.8 µM; 370,000 tested, 1.4% active; HEK293 hcDAF-12 lit1-tk-luc reporter, luminescence; 0% DMSO, 100% Δ7-dafachronic acid; AID 652067;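 active means activation above the mean of all tested compounds plus 3 SD, cut at about 5.5% in these data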;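 further: 100% = response to 3 µM Δ7-dafachronic acid high control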
GC-A act: GC-A (human) enzyme activation. P16066. HEK293 GC-A cells, cGMP TR-FRET, EC30 ANP; 0% at EC30 ANP, 100% saturating ANP. activation, % at 10 µM. 370,000 tested, 0.14% active; in the data active means activation above about 40%
PG9 binder: binds the HIV-1 gp120 antibody PG9; TR-FRET gp120-PG9 antibody binding; inhibition, % at 6.7 µM; 360,000 tested, 0.43% active; in the data active means inhibition above about 8.5%
ADAM10 inh: inhibitors of human ADAM10 | O14672 | recombinant ADAM10, EDANS/DABCYL FRET peptide cleavage, 3 h | inhibition, % at 7 µM | 370,000 tested, 0.62% active | AID 720582;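 active means inhibition above a per-campaign cutoff equal to the mean of compounds falling between control-based bounds plus 3 SD, cut at about 20% in these data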;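 further: 0% = DMSO wells while the 100% control is not disclosed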
DAX1 inh-1: DAX1 (NR0B1) inhibition, primary screen | HEK293T StAR-luciferase reporter, SF-1/DAX-1 repression relief | inhibition, % at 6.8 µM | 370,000 tested, 1.1% active | AID 652010;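 active means inhibition above the mean over all tested compounds plus 3 SD, cut at about 3.6% in these data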;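 further: 0% = DAX-1 cells with DMSO and 100% = cells lacking DAX-1 with DMSO; higher inhibition means more luminescence from relief of DAX-1 repression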
ADAM17 inh: inhibits human ADAM17. P78536. recombinant ADAM17, EDANS/DABCYL FRET peptide cleavage. inhibition, % at 6.95 µM. 370,000 tested, 0.83% active;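 active means inhibition above the mean of compounds lying between control limits plus 3 SD, set per campaign, cut at about 8.5% in these data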;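 further: 0% = DMSO-only wells as the low control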
Target sequence (P78536 215-824 limits assumed): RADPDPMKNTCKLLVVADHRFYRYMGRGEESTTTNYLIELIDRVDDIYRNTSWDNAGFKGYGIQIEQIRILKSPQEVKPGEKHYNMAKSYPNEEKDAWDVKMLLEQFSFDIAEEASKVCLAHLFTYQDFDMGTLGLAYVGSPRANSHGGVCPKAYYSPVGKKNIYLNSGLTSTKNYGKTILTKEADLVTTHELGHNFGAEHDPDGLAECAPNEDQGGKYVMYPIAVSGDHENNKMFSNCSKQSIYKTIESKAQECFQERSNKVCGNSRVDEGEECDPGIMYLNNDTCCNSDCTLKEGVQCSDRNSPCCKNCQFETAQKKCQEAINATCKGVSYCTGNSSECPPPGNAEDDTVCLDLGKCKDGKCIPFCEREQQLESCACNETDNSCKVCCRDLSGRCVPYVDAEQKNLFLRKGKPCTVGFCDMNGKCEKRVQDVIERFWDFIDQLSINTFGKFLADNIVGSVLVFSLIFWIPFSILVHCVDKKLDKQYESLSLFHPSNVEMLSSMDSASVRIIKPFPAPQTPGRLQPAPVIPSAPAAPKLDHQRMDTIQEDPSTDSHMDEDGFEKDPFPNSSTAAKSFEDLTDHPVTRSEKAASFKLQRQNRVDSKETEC
FXN GAA850 act: activators of GAA850 frataxin (FXN) promoter; HEK293 lucGAA850 FXN promoter luciferase reporter, 24 h; percent of 10 µM SAHA response; activation, % at 6 µM; 360,000 tested, 0.56% active;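 active means activation above the average of all compounds screened plus 3 SD, cutoff fixed separately per campaign, cut at about 7.5% in these data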;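 further: 0% = DMSO wells and 100% = 10 µM SAHA wells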
DAX1 inh-2: NR0B1 (DAX1) inhibition | P51843 | HEK293 Gal4-DAX1 luciferase reporter, luminescence | inhibition, % at 6.75 µM | 340,000 tested, 0.99% active | AID 504766;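 active means inhibition above the mean over all tested compounds plus 3 SD, cut at about 4.2% in these data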;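 further: 0% = DAX1-transfected cells with DMSO and 100% = empty-vector control cells with DMSO; inhibition shows as a rise in luminescence from relieved DAX1 repression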
Target sequence (P51843 207-470 limits assumed): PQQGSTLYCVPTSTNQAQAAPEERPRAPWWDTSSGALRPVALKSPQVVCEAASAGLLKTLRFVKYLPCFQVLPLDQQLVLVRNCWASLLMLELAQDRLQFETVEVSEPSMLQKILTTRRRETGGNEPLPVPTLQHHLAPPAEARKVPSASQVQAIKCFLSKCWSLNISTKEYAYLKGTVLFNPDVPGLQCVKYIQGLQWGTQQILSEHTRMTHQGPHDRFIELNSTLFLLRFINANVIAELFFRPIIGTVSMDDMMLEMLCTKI
hgDAF-12 ag: agonists of H. glycines DAF-12 nuclear receptor | AID 687014 | 370,000 tested, 1.8% active | activation, % at 6.8 µM | HEK293 GAL4-hgDAF12 UAS-luciferase reporter, agonist luminescence; normalized to butyrate control;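 active means activation above a cutoff set at the mean of all screened compounds plus 3 SD, cut at about 10% in these data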;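 further: 0% = DMSO wells and 100% = sodium butyrate wells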
SMARCA2 activ: SMARCA2 function activation, primary screen; MG213 cells, MMTV-luciferase reporter, dexamethasone, overnight; AID 652017; activation, % at 9.1 µM; 370,000 tested, 1% active; in the data active means activation above about 7.8%;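 further: 0% = vehicle wells and 100% = reference activator wells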
* = called active by the depositor; i = inactive; nt = not tested or not shown. Outcome played no part in choosing rows, and some 6.8% of all compounds hit somewhere here.

SMILES	ssDAF12 agonist	hcDAF12 agonist	GC-A act	PG9 binder	ADAM10 inh	DAX1 inh-1	ADAM17 inh	FXN GAA850 act	DAX1 inh-2	hgDAF-12 ag	SMARCA2 activ
CCCOC(=O)Oc1ccc2c(=O)c(Oc3cc(C)cc(C)c3)coc2c1	-1.4	-1.4	6.9	-0.2	i	0.8	-188.3	-0.3	0.4	0.6	-1.3
Cc1ccc(S(=O)(=O)NC(=O)C2(C)CCN2C(=O)C2(c3ccc(Cl)cc3)CCC2)nc1 (stereo not given)	-1.3	2.5	0.2	1.7	0.2	0.2	6.0	0.7	nt	-1.0	-2.3
Cc1ccc(OCCCC(=O)Nc2ccc(N3CCOCC3)cc2)cc1	-1.4	1.6	-4.2	-2.0	-4.6	-0.7	-2.5	0.1	0.5	0.3	-2.2
COCCn1c(SCC(=O)NCC2CCCO2)nc2c(c1=O)SC(C)C2 (stereo not given)	-0.9	1.2	3.5	1.8	-11.5	0.3	2.5	0.1	0.4	5.1	-1.5
CCN(CC)S(=O)(=O)c1ccc(Cl)c(NC(=O)COc2ccc(OC)cc2)c1	-1.6	-0.2	-2.0	0.0	0.3	-0.4	-1.2	-2.0	0.6	-0.7	-0.1
O=C(N/N=C/c1ccccc1)c1ccc(-c2ccccc2)cc1	-1.7	-0.1	-3.8	0.3	0.8	-0.6	-0.6	0.4	-1.0	2.4	1.1
CC1CCN(C(=O)COC(=O)c2cccc(NS(=O)(=O)c3ccccc3)c2)CC1	-0.4	-1.1	0.7	-1.4	-2.8	-0.6	-8.2	1.8	-0.5	-0.7	-2.5
O=[N+]([O-])c1ccc(/C=N/NC(=S)Nc2ccc(Cl)cc2Cl)s1	-1.4	-0.2	3.3	-0.5	2.1	-1.1	-0.3	5.7	-0.1	-3.1	-3.2
COc1ccc(S(=O)(=O)N2CCCC(C(=O)Nc3cccc(C(C)=O)c3)C2)cc1 (stereo not given)	-0.9	-2.6	-5.1	2.0	-2.2	-1.5	-3.2	-0.1	0.2	-2.3	-0.8
NC(=O)C1CCN(C(=O)c2cnn(-c3ccccc3)c2NC(=O)c2ccco2)CC1	-0.8	-1.0	2.1	-0.9	5.9	-0.2	2.1	0.8	-0.6	-0.2	1.3
Cc1nn(Cc2noc(C(=O)NCCc3ccccn3)n2)c(C)c1Br	-1.3	-2.2	1.2	-1.5	14.7	0.1	0.9	-3.2	1.0	0.6	2.1
COC(=O)c1cn(Cc2ccccc2C)nn1	-0.9	-1.8	1.0	1.3	3.6	0.8	1.7	-0.4	-0.7	-3.6	3.2
CC(=O)N(C)c1ccc(NC(=O)C(Sc2ccccc2)c2ccccc2)cc1 (stereo not given)	-1.0	-1.0	0.3	-0.2	2.3	-1.3	-0.1	1.0	nt	2.8	-2.7
COc1ccccc1N(CC(=O)N1CCN(c2ccccc2)CC1)S(=O)(=O)c1ccc(C)cc1	-1.0	-1.6	2.4	0.4	4.9	-0.1	1.4	-1.3	0.3	-0.7	-2.6
CC(=O)c1c(O)cc(C)n(Nc2nc(C)cc(C)n2)c1=O	-1.4	1.0	2.4	-1.2	4.1	-0.1	-1.7	0.2	-1.0	0.1	-0.3
Cc1ccc(-n2cc(C(=O)c3ccccc3O)cn2)cc1	-0.4	2.4	14.9	2.3	-31.6	1.6	-4.9	-12.9	-2.9	1.3	-4.5
CS(=O)(=O)c1ccc(-c2sc3cc4c(cc3c2C(=O)NN2CCOCC2)OCO4)cc1	-0.9	-0.6	3.1	1.7	i	-0.2	-343.9	1.3	1.2	0.3	1.3
Cc1ccc(S(=O)(=O)NCc2ccco2)c(C)c1C	-0.9	-2.0	3.5	2.8	-6.7	-0.4	-1.7	3.1	1.0	-1.2	1.5
Cc1cc(C)c(N=Cc2c(O)n(-c3nccs3)c(=O)c3ccccc23)c(C)c1	-1.2	-1.5	5.5	1.9	-24.2	-0.3	-0.9	0.0	-1.4	-2.0	-3.0
Cc1cc(C(=O)Nc2ccccc2C(=O)O)c(C)o1	-1.0	0.1	1.0	-1.9	-0.6	0.1	-1.9	-0.4	2.2	-0.5	-0.5
O=C(C1CCCCC1)N1CCCC(c2nc(-c3ccc(F)cc3)no2)C1 (stereo not given)	-2.1	-1.0	-9.5	2.5	6.0	-1.3	1.4	0.4	0.4	0.8	-5.7
CN(CC(=O)NCc1ccc(F)cc1)S(=O)(=O)c1cccc2nsnc12	-1.1	-1.9	4.7	-1.1	1.4	-0.2	-1.3	1.1	-0.1	2.7	4.5
CCOc1ccc(CCNC(=O)c2ccc3[nH]ccc3c2)cc1OCC	-2.4	-4.6	-3.9	nt	-0.2	nt	-3.0	nt	nt	-5.7	nt
CCOC(=O)n1c(=O)n(Cc2ccc(Cl)cc2Cl)c2ccccc21	-1.3	-1.8	11.4	1.2	13.0	-0.5	5.5	2.0	0.7	-0.7	-2.0
Cc1c(N=C2NN=C(c3ccc(Cl)cc3)CS2)c(=O)n(-c2ccccc2)n1C	-1.1	-1.9	18.1	-0.9	2.4	0.0	-3.3	0.9	-0.7	2.2	0.0
Cc1cc(C)c2ccc(=O)n(CC(=O)N/N=C/c3ccccc3Cl)c2n1	-1.5	-1.5	-2.2	-2.9	0.8	-0.2	-2.2	0.3	4.2	-0.5	-0.2
O=C(COc1ccccc1)Nc1ccc(Cl)cn1	-0.2	0.4	2.6	0.0	-9.8	1.1	-0.5	1.8	-0.5	2.2	0.5
C[C@@H]1CN([C@H](C)CO)C(=O)CCCn2nncc2CO[C@H]1CN(C)C	-1.1	-0.4	1.6	0.3	-4.6	-0.4	-1.2	1.2	2.2	1.7	3.6
CN(C)CCCNC(=O)c1cc(C(=O)c2ccccc2F)c[nH]1	-1.1	0.2	1.7	-1.1	1.4	0.4	-1.0	-1.8	1.4	0.0	0.4
O=C(/C=C/c1cn(-c2ccccc2)nc1-c1cccc(Cl)c1)N1CCN(c2ccccn2)CC1	-1.6	0.2	-2.9	-0.5	16.0	-0.7	0.2	0.0	-1.8	-1.1	-2.2

Structures shown so far with a thiophene ring, fused or not, in the order listed:
SMILES	ssDAF12 agonist	hcDAF12 agonist	GC-A act	PG9 binder	ADAM10 inh	DAX1 inh-1	ADAM17 inh	FXN GAA850 act	DAX1 inh-2	hgDAF-12 ag	SMARCA2 activ
O=[N+]([O-])c1ccc(/C=N/NC(=S)Nc2ccc(Cl)cc2Cl)s1	-1.4	-0.2	3.3	-0.5	2.1	-1.1	-0.3	5.7	-0.1	-3.1	-3.2
CS(=O)(=O)c1ccc(-c2sc3cc4c(cc3c2C(=O)NN2CCOCC2)OCO4)cc1	-0.9	-0.6	3.1	1.7	i	-0.2	-343.9	1.3	1.2	0.3	1.3

Other compounds follow.
SMILES	ssDAF12 agonist	hcDAF12 agonist	GC-A act	PG9 binder	ADAM10 inh	DAX1 inh-1	ADAM17 inh	FXN GAA850 act	DAX1 inh-2	hgDAF-12 ag	SMARCA2 activ
O=C1CS(=O)(=O)c2ccccc2N1	-1.2	-0.5	-1.6	-1.0	-8.8	0.3	-3.4	0.6	-0.5	3.8	-0.6
O=C(NCc1cccc(Cl)c1)C1CCC(=O)N(CCCN2CCCC2=O)C1 (stereo not given)	-0.8	1.2	-1.6	-0.6	-6.3	0.7	0.1	2.9	0.8	-1.2	-1.3
O=C(CSc1ccc2nnc(-c3ccccn3)n2n1)NCc1ccc2c(c1)OCO2	-1.2	-0.2	-4.0	-0.6	-1.4	1.6	0.3	1.9	1.0	3.7	-2.7
CC(C)CN(CC(C)C)c1nnc(NC(=O)Cn2c(=O)oc3ccccc32)s1	0.0	1.1	-2.1	-0.1	9.3	0.7	-1.6	-1.4	-0.3	0.4	0.2
CCN(C(=O)N1CCOCC1)c1ccccc1	-0.2	-0.1	1.6	-0.6	-0.1	0.1	-2.1	-0.9	-1.4	-1.6	1.9
Cn1c(=O)c2c(-c3ccccc3)n(-c3cc([N+](=O)[O-])ccc3O)cc2n(C)c1=O	-0.4	2.4	-0.2	-4.1	-4.5	-0.2	-5.2	0.2	0.7	-1.1	-4.6
Cc1cc(N2CCOCC2)ccc1/C=C1\NC(=O)N(Cc2ccccc2F)C1=O	-1.6	-2.3	6.9	1.4	1.1	-0.1	-2.1	2.5	0.4	-1.6	0.4
O=C(NCCCNC(=O)c1ccco1)c1ccc(Cl)c(Cl)c1	-1.1	-1.5	-1.9	-2.7	-0.7	-0.3	-2.3	-0.6	0.7	2.0	1.8
Cc1ccc(C)c(-c2ccc(=O)n(Cc3c(F)cccc3Cl)n2)c1	-1.5	-1.5	-13.1	1.1	14.4	-0.7	4.5	3.2	-1.2	-2.5	-1.1
Clc1ccc(C=NN2CCCCCC2)cc1Cl	-1.1	0.7	-0.9	-4.6	2.2	1.4	1.7	3.2	0.1	0.7	2.9
CC(=O)c1c(C)[nH]c(C(=O)OCC(=O)Nc2sc3c(c2C#N)CCC(C)C3)c1C (stereo not given)	-1.4	1.7	-3.7	-0.8	4.6	-0.2	-0.8	nt	3.5	3.2	-1.1
CC(C)(C)NC(=O)C1c2ccccc2OCC(=O)N1Cc1ccccn1 (stereo not given)	-0.9	-1.6	-3.2	-0.6	-9.0	0.1	-3.6	nt	nt	-1.6	-2.7
O=C(NCc1cccnc1)C1COc2ccccc2O1 (stereo not given)	-0.9	-1.7	3.0	0.4	2.2	-0.6	-4.3	1.1	1.9	0.2	-0.3
O=c1[nH]c2cc(Cl)c(Cl)cc2o1	-1.4	-0.5	3.2	0.3	0.6	-0.5	0.4	0.0	1.5	-1.3	4.3
CN(C)C(=O)C1Cc2ccccc2CN1S(=O)(=O)c1cccs1 (stereo not given)	-1.7	-1.5	1.8	-2.8	-0.9	0.3	-1.8	1.4	1.5	1.1	4.0
O=S(=O)(Cc1cc(Cl)nc(-c2ccccc2)n1)c1ccccc1	-1.7	0.4	-7.3	-0.1	-2.3	0.3	0.9	0.2	0.5	-0.9	-2.5
CCOC(=O)c1[nH]c(C)c(C(=O)N2CCN(C(=O)c3ccco3)CC2)c1C	-1.3	-2.0	6.6	-0.9	2.4	0.5	-2.7	3.0	0.0	-1.9	-2.3
O=C(Cc1ccccc1)Nc1ccc(NC(=O)c2ccc(Br)cc2)cc1	-1.2	-1.8	1.1	2.0	3.4	-0.2	0.2	0.9	3.5	-2.0	-2.8
Cn1c(SCC(=O)NC(=O)Nc2ccccc2)nnc1-c1ccncc1	-1.7	-0.6	0.6	-4.2	-1.4	0.1	-1.8	0.1	nt	-0.2	2.9
O=C(CN1c2ccccc2S(=O)(=O)c2ccccc21)Nc1ccccc1F	-0.8	-1.7	-0.8	3.3	1.2	0.0	6.4	1.0	-0.1	0.2	-1.2
Cc1cc(C(=O)NCc2ccccc2Cl)n(-c2ccccc2)n1	-1.1	-1.5	2.8	1.1	-7.5	0.4	-5.7	1.3	-1.8	-1.4	0.2
CC(C)CN(C(=O)C1CCCO1)C1CCS(=O)(=O)C1 (stereo not given)	-1.1	0.0	-1.7	-2.3	4.5	2.8	2.8	-0.5	-0.2	2.4	-4.4
Cc1ccc(Nc2nnc(-c3ccncc3)s2)c(Br)c1	-1.1	-2.1	0.6	-0.3	-2.0	0.0	1.6	0.1	-0.1	-1.0	-3.8
CCOC(=O)c1cc2c(C(F)(F)F)cc(-c3cccnc3)nc2o1	-1.4	-1.3	1.9	-2.1	-2.0	-0.1	-6.5	0.9	-0.8	0.9	-2.8
